# ALOX12 inh – inhibitors of human 12S-lipoxygenase ALOX12; P18054; purified 12hLO, xylenol orange hydroperoxide absorbance; Potency, µM (titrated, usually from 108 µM), inactives show top-dose activity change, negative = inhibition, actives largely listed as inhibitors; hit rate 1.1% among 580,000; AID 1671190; active = well fitted inhibition curve with a large enough effect; inconclusive = small, poorly fitted or top-dose-only effect, or another doubt; inactive = no such curve, though single readings can be large or run the other way
# Target sequence (P18054 whole entry, looked up): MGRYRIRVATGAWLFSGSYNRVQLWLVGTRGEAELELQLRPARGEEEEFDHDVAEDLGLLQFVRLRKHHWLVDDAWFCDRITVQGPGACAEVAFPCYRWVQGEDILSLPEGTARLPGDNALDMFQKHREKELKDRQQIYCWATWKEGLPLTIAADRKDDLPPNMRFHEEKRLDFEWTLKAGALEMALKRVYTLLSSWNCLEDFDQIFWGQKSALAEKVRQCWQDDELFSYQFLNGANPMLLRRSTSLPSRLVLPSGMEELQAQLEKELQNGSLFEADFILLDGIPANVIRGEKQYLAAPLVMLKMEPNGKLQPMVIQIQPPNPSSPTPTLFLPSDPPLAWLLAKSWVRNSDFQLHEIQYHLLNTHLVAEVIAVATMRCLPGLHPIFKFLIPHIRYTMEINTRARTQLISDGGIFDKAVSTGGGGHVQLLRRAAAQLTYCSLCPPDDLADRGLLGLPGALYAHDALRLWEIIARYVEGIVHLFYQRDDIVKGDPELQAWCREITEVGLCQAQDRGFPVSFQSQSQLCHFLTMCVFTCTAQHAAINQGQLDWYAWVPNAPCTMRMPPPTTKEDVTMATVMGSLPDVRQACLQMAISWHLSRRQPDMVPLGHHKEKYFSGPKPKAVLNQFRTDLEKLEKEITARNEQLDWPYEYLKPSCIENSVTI
#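 Purified human 12hLO at 150 nM in 25 mM Hepes, 0.01% Triton X-100, pH 7.0, preincubated 15 min at room temperature with compound. Reaction started with 40 uM arachidonic acid, 30 min at room temperature. Hydroperoxide measured by Fe-xylenol orange, 573/405 nm absorbance ratio.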
# Starred values were filed as active, the others as inactive; ? = inconclusive; [ ] = another dose, or the depositor's remark. % is scaled to controls: 0 for no effect and ±100 for the full control effect; potency is read from the fitted curve at half-maximal effect.
ALOX12 inh | smiles
-21% | COc1ccc2nc(-c3ccc(CN4CCC(c5nc6ccccc6[nH]5)CC4)cc3)c(-c3ccccc3)nc2c1
? | Cc1ccc(-c2noc([C@@H]3Cc4nc[nH]c4CN3C(=O)CCC(=O)O)n2)cc1
-12%[6.33 µM] | FC(F)(F)CN1C2CCC1CN(c1nnnn1-c1ccccc1)C2
76%[activator][176 µM] | COC[C@H]1CCCN1Cc1nc(C2(O)CCN(C(=O)C3CCOCC3)CC2)cs1
0%[176 µM] | O=C1Cc2c(-c3ccccc3)n[nH]c2CN1CC1CCOCC1
14% | COCCN(C)C(=O)c1cnn(-c2nccc(-c3cc(OC)ccc3OC)n2)c1C
52%[activator] | Cc1ncoc1C(=O)N[C@H](c1ccc2c(c1)CCO2)C1CC(O)C1 (some centres not stated)
-3% | Cc1ccccc1OCc1nc(C2CN(C(=O)C(C)c3ccccc3)C2)no1 (configuration not stated)
10%[176 µM] | COc1cccc(CNC[C@H]2O[C@H](Cc3cc(-c4ccccc4)on3)CC[C@@H]2O)c1
14% | O=C(c1ccccc1F)N1CC(Oc2ccc(-c3nc(-c4ccccc4)no3)cc2)C1
16% | CSCCCN1C(=O)CC[C@H]2CN(C(=O)c3cccnc3)CC[C@H]21
-2% | COc1cc(=O)n2c(c1C(=O)NCc1ccco1)CCN(Cc1ccccc1)CC2
-2% | CCOc1ccc(NC(=O)Cn2cccc2-c2nc(-c3ccc(F)cc3)no2)cc1
10% | COc1ccc(-c2nc3c(C)cccc3cc2CN2CC[C@@H](O)C2)cc1
39%[activator] | O=C1CC(NCc2ccoc2)CN1CCc1cccc(Cl)c1 (configuration not stated)
13%[176 µM] | O=C(C1CCCCC1)N1CC[C@H]2COC(=O)N2c2cc(F)ccc2C1
? | COc1ccc(CN2C(=O)CO[C@H](c3ccc(NC(=O)Nc4ccccc4)cc3)[C@H]2CO)cc1
80%[activator] | CN(C)C[C@@H]1CN(C)C[C@H]1NS(=O)(=O)c1ccc(C(F)(F)F)cc1
34%[activator][176 µM] | CN1C[C@H](NCc2nccs2)CCC[C@@H](C(=O)N(C)Cc2cccnc2)CC1=O
? | COc1ccc2[nH]c(C(=O)N3CCCN(S(=O)(=O)c4ccccc4)CCC(=O)NCC3)cc2c1
67%[activator] | CC(=O)N1Cc2ccccc2CC2(CCCCN2CC2CCCC2)C1 (configuration not stated)
6%[176 µM] | COc1ccc(-c2cc(C[C@H]3CNCC[C@H]3CC(=O)N(C)Cc3ccccc3)no2)cc1
30% | O=c1c2c(CO)c(-c3ccc(F)cc3)nn2ccn1CCc1ccccc1
2% | COC(=O)c1ccc(CN2CCC3(CCC(CNC(=O)c4ccco4)O3)CC2)cc1 (configuration not stated)
11%[176 µM] | O=C1NC2(CCN(Cc3cccnc3)CC2)Oc2ccccc21

ALOX12 inh | smiles
? | COc1cc(=O)n2c(c1C(=O)NC(C)c1ccco1)CCN(Cc1ccnc3ccccc13)CC2 (configuration not stated)
56%[activator][176 µM] | COCC1(CNC(=O)c2ccc(OC)cc2)C[C@@H](O)[C@@H](O)C1 (some centres not stated)
? | CC1(CCCCN2CCOCC2)COc2ccc(C(=O)NCc3ccco3)cc2N1 (configuration not stated)
46%[activator][176 µM] | COc1ccc(C(=O)N[C@H]2CO[C@H]3[C@@H]2OC[C@H]3OCC(N)=O)cc1
3%[176 µM] | CC(C)NC(=O)N[C@H]1CCN2C(=O)c3cc(-c4ccc(F)cc4F)ccc3NC(=O)[C@H]12
-12% | Fc1ccc(-c2ccc3c(n2)CCCN3Cc2ccccc2C(F)(F)F)cc1
-18%[57.4 µM] | Cc1nc2ccc(CN(C)c3ccc(C(=O)N[C@@H](CCC(=O)O)C(=O)O)s3)cc2c(=O)[nH]1
? | COC[C@@H]1[C@H](NC(=O)c2cn(CCN3CCNCC3)nn2)[C@@H]2CCO[C@H]12
39%[activator] | O=C(c1ccccc1F)N1CCCC(c2noc(COc3ccccc3)n2)C1 (configuration not stated)
67% | CC(C)N1C[C@H](O)C[C@H]1c1nnc2n1CCN(C(=O)C1CC1)CC2
61%[activator] | CCn1nc(C)c(CNC(=O)C2CCN(C(=O)N3CC4CC(C3)[C@H]3CCCC(=O)N3C4)CC2)c1C (some centres not stated)
16% | O=C(Nc1cccc2ccccc12)O[C@@H]1CO[C@H]2[C@@H]1OC[C@@H]2n1nnnc1SC1CCCC1
52% | CC(C)(C(=O)NCCc1cccs1)C1CCOCC1
-5%[6.33 µM] | O=S1(=O)NCC2(CCN(Cc3c[nH]c4ccccc34)CC2)Oc2ncccc21
44%[activator] | CN(CC1CCOC1)C(=O)Nc1c(F)cccc1F (configuration not stated)
-19% | c1ccc(C2(c3ccccc3)CCCN(Cc3ncccn3)C2)cc1
25% | CCc1ccccc1NC(=O)Cn1c(=O)c(-c2noc(C)n2)c2n(c1=O)CCCCC2
29% | COCC(=O)NCc1cc2n(n1)CCCN(Cc1cc3ccccc3s1)C2
29% | Cc1nc(-c2c3n(c(=O)n(CC(=O)Nc4ccccc4Cl)c2=O)CCCCC3)no1
10% | O=C1CCN(C(=O)c2ccco2)CCCC(C(=O)NCc2ccccc2)CCN1 (configuration not stated)
-20% | COC(=O)[C@]12C[C@H](CC(=O)N3CCC(c4ccccc4)CC3)C(=O)N(Cc3ccccc3)C1=C[C@H](C(C)(C)C)O[C@@H]2C
-29% | CC(C)CCN1CCCC2(C1)C(=NC1CCCC1)NC(=O)N2c1cc(F)cc(F)c1 (configuration not stated)
-7% | COc1ccc(S(=O)(=O)N2CCCc3nc(-c4ccc(Br)cc4)ccc32)cc1
46%[activator] | O=C(c1ccco1)N1CCC(OC2CCN(Cc3ccccc3)CC2)CC1
13% | COCCn1c(C)cnc1CCNC(=O)C1(c2ccc(OC)cc2)CC1

# Part of the list above, bar-delimited:
SMILES | ALOX12 inh
CC(C)(C(=O)NCCc1cccs1)C1CCOCC1 | 52%
CC(C)N1C[C@H](O)C[C@H]1c1nnc2n1CCN(C(=O)C1CC1)CC2 | 67%
O=C(Nc1cccc2ccccc12)O[C@@H]1CO[C@H]2[C@@H]1OC[C@@H]2n1nnnc1SC1CCCC1 | 16%

# Structural class: the compounds so far containing an NH in an aromatic ring.
ALOX12 inh | smiles
-21% | COc1ccc2nc(-c3ccc(CN4CCC(c5nc6ccccc6[nH]5)CC4)cc3)c(-c3ccccc3)nc2c1
? | Cc1ccc(-c2noc([C@@H]3Cc4nc[nH]c4CN3C(=O)CCC(=O)O)n2)cc1
0%[176 µM] | O=C1Cc2c(-c3ccccc3)n[nH]c2CN1CC1CCOCC1
? | COc1ccc2[nH]c(C(=O)N3CCCN(S(=O)(=O)c4ccccc4)CCC(=O)NCC3)cc2c1
-18%[57.4 µM] | Cc1nc2ccc(CN(C)c3ccc(C(=O)N[C@@H](CCC(=O)O)C(=O)O)s3)cc2c(=O)[nH]1
-5%[6.33 µM] | O=S1(=O)NCC2(CCN(Cc3c[nH]c4ccccc34)CC2)Oc2ncccc21

# Additional records
ALOX12 inh | smiles
-5% | CN1CCN(CCCNc2nc(CO)nc3ccccc23)CC1
-24%[176 µM] | O=C(Nc1ccc(Cl)cc1)C1=NO[C@@H]2CN(c3ccccc3)C[C@H]12
52%[activator] | O=C(c1cccc(OC2CN(Cc3cccnc3)C2)c1)N1CCCC1
26% | O=C(Cc1ccccc1F)N1CC2CC(C1)[C@H]1CCCC(=O)N1C2 (some centres not stated)
? | COCCN1CCCN(C(=O)c2ccccc2Cl)c2ccccc21
14% | CC(C)CCN(C)[C@H]1C[C@H]2c3[nH]c4ccccc4c3CCN2C[C@H]1[C@H](C)O
45%[activator] | N#Cc1cccc(CN2C[C@@H](CO)[C@H](C(=O)NC3CC3)C2)c1
63%[activator] | CN(C)c1nc(-c2ccccc2)nc2c1CCN(C(=O)[C@@H](O)c1ccccc1)C2
-1% | Cc1cc(N2CCCN(c3ccncc3)CC2)n2nc(C)c(C)c2n1
20% | CO[C@H]1C(=O)N(C2CCN(C(=O)c3cnccn3)CC2)[C@H]1c1ccncc1
65%[activator] | CN(Cc1cccc2[nH]ccc12)C1CCc2nn(CC3CC3)c(=O)n2CC1 (configuration not stated)
17% | CCC(=O)N1CCN(c2nc3c(s2)CC(C(=O)Nc2ccc(CC)cc2)CC3)CC1 (configuration not stated)
52%[activator][176 µM] | CN1C[C@H](NCC2CC2)CCC[C@@H](C(=O)N(C)Cc2cccnc2)CC1=O
-7% | Cc1cc(C)cc(C(=O)N2CC(C(=O)NC3CCCCC3)C3(CCOCC3)C2)c1 (configuration not stated)
40%[activator] | FC(F)(F)c1ccc(N2C3CCC2CN(Cc2ccc(-c4cccs4)cc2)C3)cc1
40µM* | COc1ccc(CN2C(=O)C(n3c(C)ccc3C)c3cc(OC(F)(F)F)ccc32)cc1 (configuration not stated)
41%[activator] | COc1ccc(C2Cn3nnc(-c4noc(-c5ccc(C)s5)n4)c3CO2)cc1 (configuration not stated)
104%[activator][176 µM] | O=C(C1CCC1)N1CCC(O)(c2csc(CN3CCc4ccccc4C3)n2)CC1
54%[activator] | CNC(=O)[C@@H]1CN(C(=O)C2(c3ccc(OC)cc3)CC2)C[C@H]1COC
25% | COc1cccc(-c2cc(C3CCN(S(=O)(=O)c4ccc(C(C)=O)cc4)CC3)[nH]n2)c1
29% | CCc1noc(-c2ccn3c(CNC(=O)Cc4ccccc4Cl)nnc3c2)n1
3% | COCC1CN(C(C)=O)CC12CCN(Cc1ccc3[nH]ccc3c1)CC2 (configuration not stated)
13% | CCS(=O)(=O)Nc1cc(C(=O)N2CCC[C@H]2CO)c2c(c1)nc(-c1ccccc1)n2C
5%[6.33 µM] | CC(=O)N1Cc2ccccc2CC2(CCCCN2Cc2cccnc2)C1 (configuration not stated)
3%[6.33 µM] | CN1CC(=O)N(c2cccc(F)c2)Cc2c1ncnc2N1CCOCC1

ALOX12 inh | smiles
8% | O=C(CCCn1cnnn1)N[C@@H]1COCC[C@@H]1OCC1CCC1
28%[176 µM] | Cc1cc(C)cc(-c2cccc(CN)c2)c1
7% | O=C(NCC1CCCCC1)c1ccc2c(c1)N(S(=O)(=O)c1ccccc1)CC2
14% | Cc1ccccc1C(=O)N1CCC2(CC1)OCC(C(=O)N1CCOCC1)N2C(=O)c1ccccc1 (configuration not stated)
-3% | Cc1ccc(N2CC(c3noc(C4CCN(C(=O)c5ccccc5)CC4)n3)CC2=O)cc1 (configuration not stated)
51%[activator] | CCOc1ccc(NC(=O)C2CCN(C(=O)c3nnn4c3COC(c3ccc(C)cc3)C4)CC2)cc1 (configuration not stated)
5% | CN1OC(C)(CC(=O)NCCc2ccccc2)N=C1c1ccccc1F (configuration not stated)
1% | COc1ccc(NC(=O)NC[C@H]2O[C@@H]3C[C@@H](CC(=O)NCc4nccn4C)O[C@@H]3[C@@H]2O)cc1
34% | CNC(=O)[C@@H]1CN(C(=O)c2nccc3ccccc23)C[C@H]1COC
-3% | COc1ccc(-c2nnc3n2CCN(C(=O)c2ccc(Cl)nc2)C3)cc1
-11%[176 µM] | C[C@@H](NC(=O)c1ccc(Cl)cc1)c1c(-c2ccc(F)cc2)noc1C(=O)O
-7%[176 µM] | Clc1ccc(-c2nnc([C@H]3CCN(Cc4ccccc4)C3)o2)cc1
-1% | COc1cccc(C(=O)N2CCC(N3C[C@H](O)C[C@H]3C(=O)N3CCc4ccccc43)CC2)c1
6%[176 µM] | O=C1COCC2(CN1Cc1cccc(OC(F)(F)F)c1)CN(c1ccccc1F)C2
36% | Cc1noc(C)c1CCC(=O)N1CCCCCCNC(=O)CC1
2% | CN(CC1CCOC1)S(=O)(=O)c1ccc(Br)s1 (configuration not stated)
? | O=C(Nc1cc(F)ccc1F)N1CC(=O)N2[C@@H](CO)[C@H](c3ccc(Br)cc3)[C@@H]2C1
2% | Cc1ccc2[nH]c(=O)c(CCC(=O)NCc3ccco3)cc2c1
-3% | CCn1nccc1C(=O)N1CCCC(COc2ccccc2C(=O)NC(C)C)C1 (configuration not stated)
4%[12.5 µM] | Cc1cc(CN2CC(Oc3ccc(F)cc3F)C2)no1
11% | CC(C)(C)c1ccc(N2C(=O)[C@@H]3C[C@@H](NC(=O)[C@@H](O)c4ccccc4)CCN3C2=O)cc1
-1% | OCCCNCc1cc2cc3c(cc2nc1N1CCN(c2cccc(Cl)c2)CC1)OCO3
9% | CCc1nn(-c2ccc(OC)cc2)c(Oc2ccccc2F)c1CCC(=O)N1CCSCC1
14%[6.33 µM] | COc1ccc(C(=O)N2CCc3nc(C4CC4)nc(-c4ccc(OC)cc4)c3CC2)cc1
23% | COc1ccc(C(=O)N2C[C@@H](F)C[C@H]2C(=O)N2CCOCC2)cc1

# Marked active in ALOX12 inh, of those listed so far:
ALOX12 inh | smiles
40µM* | COc1ccc(CN2C(=O)C(n3c(C)ccc3C)c3cc(OC(F)(F)F)ccc32)cc1 (configuration not stated)

# Next entries follow.
ALOX12 inh | smiles
14% | CC1=C[C@@H](CNS(=O)(=O)c2ccccc2)[C@H](C(C)C)C[C@H]1Cc1nnc(-c2ccncc2)o1
49%[activator] | COc1nccnc1NC1CCN(S(=O)(=O)c2cnc[nH]2)CC1
? | CO[C@H]1[C@H](NC(=O)c2ccc(C)nc2)c2ccccc2C12CCNCC2
5% | COc1ccccc1OCCNC(=O)C1(C)CCCCC(=O)N1 (configuration not stated)
48%[activator] | O=C1NC2(CCN(C(=O)c3ccc4c(c3)OCO4)CC2)COc2ccccc21
? | Cn1cccc1C(=O)N1CCC2(CC1)CN(Cc1ccccc1)CC2CO (configuration not stated)
3% | O=C(CCn1ccc(=O)[nH]c1=O)N[C@H](c1cccs1)C1CC(O)C1 (some centres not stated)
25% | COCCC1(NC(=O)c2ccccc2)CCN(Cc2ccc3[nH]ccc3c2)CC1
29% | CCC[C@H]1CN(Cc2nc(C)no2)C[C@@H]1NC(=O)CCS(C)(=O)=O
28% | CC(C)Oc1ccc(CNC(=O)c2noc(-c3ccc(F)cc3)n2)cc1
-7%[176 µM] | Cc1noc2c(N3CCN(Cc4ccccc4)CC3)cc(-c3ccsc3)nc12
44% | OCC1CN(c2ncccn2)CC12CCN(Cc1ccco1)CC2 (configuration not stated)
-1% | COc1ccc(-c2noc([C@@H]3CCCN3C(=O)c3cc(C)cc(C)c3)n2)cc1OC

# Only part of the results is shown. The share of hits here may be higher or lower than overall.
